AMA1-RON2 inh: AMA1-RON2 (P. falciparum) interaction inhibition. AID 720542. 360,000 tested, 0.2% active. AlphaScreen AMA1-biotinylated RON2 peptide binding. Potency, µM (doses to about 58.2 µM), without a hit: at the top dose activity change, negative = inhibition, hits mostly inhibitors;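 further: potency means the concentration at half of the fitted maximal effect; 0% = vehicle wells and -100% = peptide control; nearly all actives have a fitted effect of over 45% in size; some results filed as inactive show a strong effect at the top dose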
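AMA1 (3D7) with his tag at 25 nM final met compounds first, then biotinylated RON2 peptide at 25 nM; detection used donor plus acceptor beads, 10 µg/mL apiece, read by AlphaScreen after 30 min at room temperature.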
AmpC inh no detg: inhibitors of E. coli AmpC beta-lactamase without detergent; 330,000 tested, 0.52% active; AmpC nitrocefin hydrolysis, absorbance 480 nm, 0.0001% Triton; P00811; Potency, µM (highest dose often 57.1 µM), without a hit: top-dose activity change, negative = inhibition, hits mostly inhibitors; AID 485341;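 further: potency means the concentration at half of the fitted maximal effect; plate controls were no compound for no effect and no enzyme for full effect; nearly all actives have a fitted effect of over 20% in size; some results filed as inactive show a strong effect at the top dose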
Target sequence (P00811 whole entry, looked up): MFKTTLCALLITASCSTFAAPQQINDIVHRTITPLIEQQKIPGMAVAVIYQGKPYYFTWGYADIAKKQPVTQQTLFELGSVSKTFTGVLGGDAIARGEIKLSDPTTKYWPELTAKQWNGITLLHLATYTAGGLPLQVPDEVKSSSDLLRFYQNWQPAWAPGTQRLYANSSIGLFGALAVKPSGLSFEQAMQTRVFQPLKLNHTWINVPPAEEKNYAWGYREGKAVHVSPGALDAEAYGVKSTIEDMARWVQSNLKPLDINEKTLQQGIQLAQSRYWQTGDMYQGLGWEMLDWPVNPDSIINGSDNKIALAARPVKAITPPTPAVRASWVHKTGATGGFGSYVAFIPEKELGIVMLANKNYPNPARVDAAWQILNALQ
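AmpC (5.3 nM in the dispensed reagent) in 20 mM phosphate pH 7.0 with 0.01% (detergent screen) or 0.0001% Triton X-100 was preincubated with compounds for 15 min at room temperature. Nitrocefin was then added from an 800 uM solution, and hydrolysis was followed at 480 nm.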
LmPK inhibitor: blocks Leishmania mexicana pyruvate kinase activity | Q27686 | purified LmPK, Kinase-Glo ATP luminescence, 1 h | Potency, µM (top dose mostly 57.5 µM), for the others: top-dose activity change, negative = inhibition, hits mostly inhibitors | 290,000 tested, 0.37% active | AID 1721; further: potency means the concentration at half of the fitted maximal effect
Target sequence (Q27686 whole entry, looked up): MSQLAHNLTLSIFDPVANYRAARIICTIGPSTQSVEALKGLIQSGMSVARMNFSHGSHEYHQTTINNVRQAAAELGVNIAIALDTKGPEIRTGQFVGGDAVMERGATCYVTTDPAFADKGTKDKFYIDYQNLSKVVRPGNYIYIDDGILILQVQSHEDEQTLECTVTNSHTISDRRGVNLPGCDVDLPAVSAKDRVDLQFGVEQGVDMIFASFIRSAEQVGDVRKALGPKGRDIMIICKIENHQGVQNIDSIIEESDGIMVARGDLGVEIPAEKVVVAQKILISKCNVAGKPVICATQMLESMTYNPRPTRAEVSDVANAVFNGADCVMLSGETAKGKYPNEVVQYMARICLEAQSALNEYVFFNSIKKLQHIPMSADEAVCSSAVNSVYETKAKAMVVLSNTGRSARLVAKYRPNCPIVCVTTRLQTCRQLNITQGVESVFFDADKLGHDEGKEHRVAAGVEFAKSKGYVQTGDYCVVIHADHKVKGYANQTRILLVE
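qHTS format; LmPK 0.1 nM; substrates PEP 0.5 mM and ADP 0.1 mM. One-hour room-temperature incubation, then coupled luciferase luminescence; 0.5 nM enzyme wells mark activation.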
TbPYK inhibitor: blocks Trypanosoma brucei pyruvate kinase. TbPYK enzyme, Kinase-Glo Plus ATP luminescence, 45 min. 410,000 tested, 0.12% active. AID 624173. Potency, µM (titrated, usually from 76.8 µM), without a hit: at the highest dose activity, negative = inhibition, most hits filed as inhibitors; further: potency means the concentration at half of the fitted maximal effect; nearly all actives have a fitted effect of over 50% in size
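Luminescence from Kinase-Glo Plus, added after a 45-minute room-temperature reaction, served as the end-point read-out. The enzyme and substrate were preincubated with compound before ADP (130 uM final) initiated turnover. Concentration-effect curves came from normalized qHTS data.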
AmpC inh detg: blocks E. coli AmpC beta-lactamase in detergent assay; Potency, µM (doses to about 114 µM), for the others: at the highest dose activity change, negative = inhibition, most hits filed as inhibitors; AmpC hydrolysis of nitrocefin, absorbance 480 nm, 0.01% Triton; 370,000 tested, 0.041% active; P00811;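 further: potency means the concentration at half of the fitted maximal effect; 0% = no-compound wells and -100% = no-enzyme wells; nearly all actives have a fitted effect of over 25% in size; some results filed as inactive show a strong effect at the top dose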
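20 mM phosphate pH 7.0 + 0.01% (detergent screen) or 0.0001% Triton X-100; 5.3 nM AmpC reagent; cpd preinc 15 min RT; nitrocefin (800 uM stock) to start; A480 q20 s × 4 min; Activity was normalised to no-enzyme and no-compound control wells.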
HCMV antiviral: inhibitors of human cytomegalovirus | HFF cells, HCMV-luciferase reporter, 72 h; hits give low values | activity change, negative = inhibition, % at 57.5 µM | 410,000 tested, 4.5% active | AID 1259415; in the data active means activity change below about -60%; inconclusive means no clear call, values can overlap the other calls; inactive means above about -39%
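Compounds were evaluated in HFFs infected with an HCMV luciferase reporter virus (MOI 1 PFU/cell). Luciferase in lysates collected 72 h post infection served as the replication measure.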
Sm TGR inh: blocks Schistosoma mansoni thioredoxin glutathione reductase | Potency, µM (highest dose often 114 µM), for inactives: at the highest dose activity change, negative = inhibition, usual class: inhibitors | 360,000 tested, 3% active | Q962Y6 | purified TGR, DTNB reduction, TNB absorbance 405 nm | AID 485364; further: potency means the concentration at half of the fitted maximal effect; nearly all actives have a fitted effect of over 60% in size
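TGR 20 nM + NADPH 100 uM (dispensed conc.), cpd preinc 15 min RT; start with NADPH (500 uM addition) then DTNB (15 mM addition). Kinetic TNB absorbance, 405 nm filter. Four-parameter Hill fit across titration.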
Starred values were filed as active, the others as inactive; ? = inconclusive; · = not tested or not shown; & = joins results of further samples; ! = not confirmed by another sample; [ ] = dose if it differs, or a comment. Unless noted, the call rests on the fitted dose curve; in most records, active means well fitted curve in the direction sought with a large enough effect; inconclusive means small, poorly fitted or top-dose-only effect, or another doubt; inactive means no such curve, though single readings can be large; an effect the other way counts as inactive or inconclusive. Unless noted, on the % scale 0 is the no-effect control and ±100 the full control effect.

SMILES	AMA1-RON2 inh	AmpC inh no detg	LmPK inhibitor	TbPYK inhibitor	AmpC inh detg	HCMV antiviral	Sm TGR inh
COc1ccc(OC)c(/C=C2\SC(N3CCCCC3)=NC2=O)c1	-6%	5%	-1%	-1%	-8%	32	-9%
O=C(Nc1ccccn1)c1ccc(S(=O)(=O)N2CCCCC2)cc1	-1%	-24%	·	-21%	?	32	-5%
O=C(Nc1c(-c2ccccc2)nc2ccccn12)c1ccccc1F	-11%	-11%	-12%	-5%&-4%	?	-64*!	4%&1%
CN(C)S(=O)(=O)c1ccc2c(c1)N(CC(=O)N1CCN(c3cccc(Cl)c3)CC1)CCS2	·	·	·	1%	23%	2	1%
O=C1CN(C(=O)COC(=O)CCc2ccccc2)c2ccccc2N1	8%	-14%	·	-5%	·	-9	·
COc1cc(NC(=O)c2ccc(COc3ccccc3Br)o2)cc(OC)c1OC	-12%	69%[activator]	-5%	6%	0%	20	-7%
Cc1ccc2nc(SCC(=O)NC(=O)NCc3ccco3)[nH]c2c1	-15%	-22%	0%	-6%	11%	29	?
CC1CCc2noc(NC(=O)c3ccc([N+](=O)[O-])cc3)c2C1 (stereo unspecified)	·	·	·	0%	11%	27	6%
COc1ccc(NC(=O)C(C)N2c3cccc4cccc(c34)S2(=O)=O)cc1 (stereo unspecified)	2%	-20%	12%	-25%	0%	-8	8%
O=C1CSC(c2ccccc2Cl)N1 (stereo unspecified)	6%	-12%	2%	-3%	?	4	2%
COc1ccc(OCCCCn2c(CO)nc3ccccc32)cc1	0%	55%	1%	2%	?	-33	-12%
CN1CCN(C(=O)CSc2nc(-c3ccco3)cc(C(F)(F)F)n2)CC1	6%	9%	-3%	-3%	-7%	-40	1%
CCOc1ccc(N/C(C)=C\C(=O)c2ccc3c(c2)OCCO3)cc1	-19%	6%	1%	5%	0%	-27	4%
Cc1cccc(-n2c(/C=C/c3cccc4ccccc34)nc3ccccc3c2=O)c1	·	·	·	0%	8%	?	-2%
CCOC(=O)c1nc(Nc2cccc(C)c2)c2ccccc2n1	6%	-11%	14%	2%&2%	-1%&19%	?	2%&7%
Cc1ccc(C2=CC(=O)C[C@H](c3ccc(Cl)cc3)C2)cc1	4%	-10%	·	3%	-3%	·	-11%
O=c1[nH]c2ccccc2s1	2%	-25%	0%	3%	?	5	-9%
Cn1ccc2c(N3c4ccccc4CCc4ccccc43)cc3c(c21)C1CCC3O1 (stereo unspecified)	-24%	·	·	-4%	·	21	·
COC(=O)C1=C(c2cc3ccccc3s2)C[C@@H]2CC[C@H]1N2C(=O)NCc1ccccc1	-2%	·	·	-4%	·	-28	·
O=C(Nc1ccc(F)cc1)c1ccc(S(=O)(=O)NCc2cccnc2)cc1	3%	-12%	14%	-14%	1%	?	16%
CCOC(=O)c1nn(-c2cccc(Cl)c2)c(C)c1C(C)=O	8%	-4%	3%	5%	1%	55	3%
N#C/C(C(=O)N1CCCCC1)=C1/N=C(N)c2ccccc21	17%	-9%	2%	-1%	?	32	1%
COC(=O)COc1ccc(S(=O)(=O)N2CCCCCC2)cc1C	-13%	-9%	-1%	0%	0%	139	0%
COc1ccccc1-c1ccccc1C1=CC(=O)CC(C)(C)C1=O	0%	·	·	1%	·	-10	·
COCCCNC(=O)Cn1c(=O)n(CCCCCC(=O)Nc2ccccc2)c(=O)c2sccc21	5%	-17%	-1%	-2%	-2%	-13	-15%
O=C(Nc1cc(C(=O)N2CCCC2)ccc1N1CCCC1)C1CC1	8%	-13%	-1%	3%	0%	16	-14%
CCOC(=O)c1cnn(CCOC(=O)C(C)(C)C)c1NC(=O)C(C)(C)C	-6%	12%	-1%	13%	-4%	9	0%
COc1ccc(CC(=O)Nc2ccc(S(=O)(=O)Nc3onc(C)c3C)cc2)cc1OC	9%	-16%	10%	-7%	-13%	29	5%
NN(Cc1ccccc1)C(=S)Nc1ccc(Cl)c(Cl)c1	104%[activator]	-37%	-6%	-10%	2%	-16	-1%
Cc1cc(N2CCN(C(=O)c3ccco3)CC2)n2nc(-c3cccc(Cl)c3)cc2n1	-7%	-3%	0%	0%	?	-101*	-33%
CC(C)NC(=O)CC(c1ccccc1)c1cc(Br)ccc1O (stereo unspecified)	-17%	-16%	13%	2%	-7%	-7	0%
CC(C)CCCCCCCCCCCCC(=O)NCC(=O)NC1C(C)OC(Nc2ncnc3nc[nH]c23)C(O)C1O (stereo unspecified)	22%	·	·	-9%	·	-96*	·
CCCCCCC(=O)N(O)C1CC(=O)N(c2ccc(C)cc2)C1=O (stereo unspecified)	16%	-29%	-1%	·	?	324	0.56µM*
COc1ccccc1NC(=O)C(=O)NCC1COc2ccccc2O1 (stereo unspecified)	0%	-12%	3%	-3%	-7%	-32	5%
Cc1cc(C)cc(Nc2nc3cc(Cl)c(Cl)cc3nc2-n2nc(C)cc2C)c1	·	·	·	2%	1%	-6	7%
CCOc1cc(-n2nc(C)c(C#N)c2N)nc(SC)n1	·	-9%	1%	·	-13%	-30	-8%
CC1=CC2=NC(=O)/C(=C\c3ccc(OC(=O)c4ccco4)cc3)C(=N)N2O1	13%	-41%	4%	4%	3%	-15	-8%
Cc1ccc(C(C)(C)C)cc1S(=O)(=O)NC(=O)c1ccccc1	5%	-38%	-3%	1%	2%	-19	14%
Cc1c(C(=O)N2CC(C)OC(C)C2)sc2nc(-c3ccc(F)cc3)cn12 (stereo unspecified)	23%	105%[activator]	6%	3%	?	-26	-12%
CSCC[C@H](NC(=O)C1CCCC1)c1nc2ccccc2[nH]1	-1%	-31%	-1%	3%	6%	-25	24%

Copied from the list.
Result for CC(C)CCCCCCCCCCCCC(=O)NCC(=O)NC1C(C)OC(Nc2ncnc3nc[nH]c23)C(O)C1O (stereo unspecified) in AMA1-RON2 inh: 22%
Result for COc1ccccc1NC(=O)C(=O)NCC1COc2ccccc2O1 (stereo unspecified) in LmPK inhibitor: 3%

Later entries:
SMILES	AMA1-RON2 inh	AmpC inh no detg	LmPK inhibitor	TbPYK inhibitor	AmpC inh detg	HCMV antiviral	Sm TGR inh
CC1CCN(C(=O)COC(=O)[C@H](C)NS(=O)(=O)/C=C/c2ccccc2)CC1	1%	27%	4%	-1%	?	40	-3%
COc1cccc(C(=O)Nc2nnc(-c3ccccc3)s2)c1OC	15%	16%	-5%	-1%	-23%	77	-13%
CCc1ccccc1NC(=O)CSc1nc2n[nH]c(C)c2c(=N)n1-c1cccc(C)c1	·	·	·	7%	4%	6	9%
O=C1CC[C@@H](C(=O)N2CSC[C@@H]2C(=O)Nc2cccc(C(F)(F)F)c2)N1	3%	·	·	-10%	·	-28	·
CCCCC(=O)Nc1ccc(C(=O)OCc2cc(=O)n3nc(C4CC4)sc3n2)cc1	·	·	·	-3%	-4%	-8	-4%
CCN(CC)c1ccc2cc(-c3nc(-c4cc(OC)c(OC)c(OC)c4)no3)c(=O)oc2c1	·	·	·	2%	-2%	-3	4%
O=C(NCc1ccccc1Cl)c1cccc(C(F)(F)F)c1	26%	-24%	2%	-2%	-5%	-20	-11%
CCOc1ccc(N2C(=O)NC(=O)/C(=C\c3ccc(N4CCOCC4)cc3C)C2=O)cc1	-16%	-26%	-1%	?	-8%	15	?
COc1ccc(Br)cc1CNC(=O)C1CCCN(S(C)(=O)=O)C1 (stereo unspecified)	15%	-7%	3%	-6%	1%	5	43%[activator]
CN(C)S(=O)(=O)c1ccc(/C(O)=C2/C(=O)C(=O)N(CCCN3CCOCC3)C2c2ccncc2)cc1 (stereo unspecified)	-19%	·	·	-4%	·	9	·

Random excerpt: 2 records from the list, in no set order.
SMILES	AMA1-RON2 inh	AmpC inh no detg	LmPK inhibitor	TbPYK inhibitor	AmpC inh detg	HCMV antiviral	Sm TGR inh
CCN(CC)c1ccc2cc(-c3nc(-c4cc(OC)c(OC)c(OC)c4)no3)c(=O)oc2c1	·	·	·	2%	-2%	-3	4%
NN(Cc1ccccc1)C(=S)Nc1ccc(Cl)c(Cl)c1	104%[activator]	-37%	-6%	-10%	2%	-16	-1%

(further entries)
SMILES	AMA1-RON2 inh	AmpC inh no detg	LmPK inhibitor	TbPYK inhibitor	AmpC inh detg	HCMV antiviral	Sm TGR inh
O=C1c2cccc3cccc(c23)C(=O)N1Cc1cccnc1	-11%	-2%	-5%	-9%	4%	33	24%
Cc1ccc(-c2noc(CNS(=O)(=O)c3ccccc3)n2)cc1	0%	-39%	0%	-6%	0%	-5	4%
CCOC(=O)N1CCN(C(=O)c2cc(C)c3c(C)nn(-c4ccccc4)c3n2)CC1	8%	118%[activator]	1%	7%	-14%	32	10%
O=C1CC(N2CCOCC2)C(=O)N1Cc1ccc(N2CCCC2=O)cc1 (stereo unspecified)	13%	-10%	1%	2%	-8%	49	-1%[11.4 µM]
CCN(CC(=O)Nc1cc(Cl)ccc1-n1cncn1)Cc1nc2ccccc2c(=O)[nH]1	63%[activator]	13%	·	-1%	2%	-13	-1%
COc1cccc(CNC(=O)[C@@H]2CCCN2C(=O)[C@@H]2CCCN2C(=O)c2ccccc2)c1	4%	·	·	6%	·	-3	·
COc1ccc2ccccc2c1/C=N/NC(=O)c1nnn(-c2nonc2N)c1C(C)C	0%	-37%	14%	3%	4%	1	6%
c1cc2c3c(cccc3c1)NC1(CCC3(CC1)Nc1cccc4cccc(c14)N3)N2	?	-30%	-1%	-6%	-5%	?	?
O=C1c2ccccc2C(=O)C12OC2c1cccc2ccccc12 (stereo unspecified)	9%	-22%	1%	-14%	-7%	25	?
Cc1ccc(C(=O)Nc2ccc(F)cc2)cc1S(=O)(=O)N1CCCCCC1	·	·	·	1%	12%	-101*	5%
COc1cc(-c2cn[nH]c2N)cc(OC)c1OC	8%	28%	1%	4%	-18%	70	9%
Cc1ccccc1NC(=O)CSc1[nH]c(=O)cc(C)c1C#N	0%	-26%	4%	-14%	?	12	-27%
O=C(OCc1cc(=O)n2ccsc2n1)c1ccccc1NCCO	-25%	-18%	·	-2%	·	42	·
C=CCn1c(SCC(=O)NC2(C#N)CCCCC2)nnc1-c1ccncc1	-18%	4%	·	-1%	2%	-2	-2%
CN(C)CCC=C1c2ccccc2CCc2ccccc21	-12%	22%	2%	3%&0%	-9%	?	7.1µM*
Cc1sc2ncnc(OCC(=O)NCc3cccs3)c2c1C	12%	-16%	3%	-13%	0%	-16	-5%
CCS(=O)(=O)N1CCc2cc(C(=O)NCCc3ccc(OC)cc3)ccc21	·	·	·	2%	-2%	1	-6%
O=C(O)CCC(=O)Nc1nnc(C(F)(F)F)s1	6%	-15%	-1%	2%	-3%	-14	0%
